Bioassay records (PubChem)
NPYLR7 agonist – activates Aedes aegypti NPYLR7 receptor | 270,000 compounds, 0.15% hits | HEK293T NPYLR7/Galpha15, GCaMP6s calcium fluorescence | activation, % at 10 µM | AID 1259423; in the data active = activation above about 40%;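 also: 0% = vehicle and 100% = reference agonist at the receptor; some compounds past the cut are filed as inactive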
hcGAS lum – blocks human cGAS activity; AID 1259398; recombinant h-cGAS, ATP depletion, Kinase-Glo luminescence; Q8N884; 290,000 compounds, 0.081% hits; inhibition, % at 12.5 µM;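 also: 0% = vehicle reaction and 100% = reaction without DNA for no activity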
Target sequence (Q8N884 whole entry, looked up): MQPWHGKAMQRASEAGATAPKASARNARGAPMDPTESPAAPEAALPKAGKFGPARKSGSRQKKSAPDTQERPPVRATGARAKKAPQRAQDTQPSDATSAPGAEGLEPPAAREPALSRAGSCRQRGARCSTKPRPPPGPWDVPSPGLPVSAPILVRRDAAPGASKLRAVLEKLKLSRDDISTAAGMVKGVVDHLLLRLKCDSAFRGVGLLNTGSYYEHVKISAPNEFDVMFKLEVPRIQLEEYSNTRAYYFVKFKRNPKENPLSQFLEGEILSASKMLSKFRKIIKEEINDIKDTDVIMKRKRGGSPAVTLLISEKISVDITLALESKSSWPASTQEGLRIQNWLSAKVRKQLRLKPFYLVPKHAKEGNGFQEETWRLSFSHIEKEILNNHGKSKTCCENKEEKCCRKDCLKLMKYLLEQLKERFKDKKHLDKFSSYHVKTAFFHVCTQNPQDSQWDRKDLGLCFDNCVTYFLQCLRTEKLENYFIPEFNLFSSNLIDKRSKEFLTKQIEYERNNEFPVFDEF
mcGAS lum – blocks mouse cGAS activity; 160,000 compounds, 0.15% hits; Q8C6L5; recombinant cGAS, Kinase-Glo ATP depletion luminescence; inhibition, % at 12.5 µM; AID 1259399;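 also: 0% = negative control wells and 100% = reference inhibitor with no enzyme activity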
* = called active by the depositor; . = no result given; & = joins results of further samples. Rule as the data show it, unless noted: active = inhibition above about 40%; inactive = the rest.

SMILES	NPYLR7 agonist	hcGAS lum	mcGAS lum
COc1ccc(C2c3cccn3-c3ccccc3N2C(=O)CN(C(=O)c2ccc([N+](=O)[O-])cc2)C2CC2)cc1 (configuration not stated)	17	-2	-3
COc1ccc(Cc2nnc(SCC(=O)Nc3ccccc3C)[nH]c2=O)cc1	-3	-5	-10
COc1ccccc1NC(=O)N(Cc1cccc(C(F)(F)F)c1)CC1CC(c2ccc(OC)c(OC)c2)=NO1 (configuration not stated)	1	8	3
S=c1[nH]c2ccccc2n1CCOc1ccccc1	-5	2	-6
Ic1ccn(CCOc2ccccc2)c1	18	-2	.
Fc1ccc(C2=Nc3nnnn3C(c3ccc(F)cc3)C2)cc1 (configuration not stated)	13&0	-9&-2	.
CC(C)n1cc(-c2c(-c3ccccc3)ncn2CC2CCCO2)cn1 (configuration not stated)	-4	-2	-5
O=C(CN1C(=O)C(Oc2ccccc2)C1c1ccncc1)NC[C@H]1CCCC[C@H]1O (some centres not stated)	-3	4	.
CCCc1[nH]n(-c2ccccc2)c(=O)c1C1=C(N2CCC(C)CC2)C(=O)N(c2ccc3c(c2)OCO3)C1=O	16	-9	-10
O=C1Nc2ccccc2/C1=C\c1cc(OC(F)F)ccc1Cl	1	-7	.
O=C(O)CC1SC(=NN=Cc2ccc(Br)s2)NC1=O (configuration not stated)	1	5	-1
COc1cn(CC(=O)Nc2cccc(F)c2)c(CN2CCC(C)CC2)cc1=O	-2	-6	-9
CCOc1ccc(-c2csc(-n3nc(C)cc3NC(=O)c3cccs3)n2)cc1	-8	-2	-7
Cc1ccc(NC(=O)Cn2cnc([N+](=O)[O-])n2)cc1C	-7	-6	-6
O=C(Nc1ccc2c(c1)CN(Cc1ccc(-n3cccn3)cc1)CC2)c1ccccn1	-4	-9	-4
COCC(=O)NCC1CCCN(Cc2ccccc2F)C1 (configuration not stated)	1	-4	.
CC1(C(=O)NS(=O)(=O)c2ccc(Cl)s2)CCN1C(=O)Cc1ccc(-c2ccccc2)cc1 (configuration not stated)	-2	-10	.
COc1cccc(CC2(CO)CCN(c3ncccn3)CC2)c1	11	-7	.
CCOC(=O)c1c(C)n(-c2ccc(C)cc2C)c2ccc(OC(=O)/C=C/c3ccccc3)cc12	-6	-3	-6
CCC1CN(Cc2cccnc2N)CCN1C(C)C (configuration not stated)	-5	-3	.
CCc1ccccc1NC(=O)N(CCOC)CC(=O)Nc1cc(C(C)(C)C)nn1-c1cccc(C)c1	-3	-3	-6
CCN(CC)CCN1CCN(c2ccnc3c(-c4ccccc4Oc4ccccc4)cnn23)CC1	-5	-3	-3
CC(C)c1nnc(-c2cc3ccccc3n2Cc2ccccc2)o1	0	-3	-6
O=C(c1cc(F)cc(C(F)(F)F)c1)N1CCN(c2nccc(-c3ccc(N4CCOCC4)cc3)n2)CC1	4	-9	-8
CC1CCCCC1NC(=O)Nc1ccc(N2CCCC2=O)cc1 (configuration not stated)	0	-6	.
CN(C)CCNC(=O)c1cccc(-c2ccc3nnc(-c4ccc5c(c4)OCO5)n3c2)c1	-14	0	-1
Cc1ccc(NC(=O)C(C)N2CCC(C(=O)N3CCCC3)CC2)c(C)c1 (configuration not stated)	-24	-9	.
COc1ccc(-n2[nH]nnc2=S)cc1	-2	-3	.
NS(=O)(=O)c1ccc2c(c1)CCN2	0	-11	.
CC1(C)OC(C(=O)NC2CCCCC2)C(C(=O)NC2CCCCC2)O1 (configuration not stated)	3	-3	.
Cc1n[nH]c(C)c1CCCNC(=O)c1cccc2c(C)c(C)[nH]c12	-1	-5	-14
Cc1ccc(-c2cc3c(=O)n(CC(=O)Nc4ccc(C)c(Cl)c4)ncn3n2)cc1	-8	-7	-9
COc1cccc(C(CN2CCN(S(=O)(=O)c3cn(C)c(C)n3)CC2)OCc2ccc(C#N)cc2)c1 (configuration not stated)	-4	-1	2
CCOC(=O)CCN1CCN(c2c(-c3ccc(OC)c(OC)c3)cnc3ncnn23)CC1	25	-3	-6
CC1(C)O[C@@H]2C[C@@](OCc3ccc(C#N)cc3)(C(=O)NCCN3CCCC3)CC(OCc3c(F)cccc3F)[C@@H]2O1 (some centres not stated)	20	-5	-4
COC(=O)c1ccc(COc2coc(CSc3nncn3C)cc2=O)o1	8	-5	.

Part of the list above with just hcGAS lum.
SMILES,hcGAS lum
Cc1n[nH]c(C)c1CCCNC(=O)c1cccc2c(C)c(C)[nH]c12,-5
Cc1ccc(-c2cc3c(=O)n(CC(=O)Nc4ccc(C)c(Cl)c4)ncn3n2)cc1,-7

The listing picks up; the 6 compounds before the break are reprinted first.
SMILES	NPYLR7 agonist	hcGAS lum	mcGAS lum
Cc1n[nH]c(C)c1CCCNC(=O)c1cccc2c(C)c(C)[nH]c12	-1	-5	-14
Cc1ccc(-c2cc3c(=O)n(CC(=O)Nc4ccc(C)c(Cl)c4)ncn3n2)cc1	-8	-7	-9
COc1cccc(C(CN2CCN(S(=O)(=O)c3cn(C)c(C)n3)CC2)OCc2ccc(C#N)cc2)c1 (configuration not stated)	-4	-1	2
CCOC(=O)CCN1CCN(c2c(-c3ccc(OC)c(OC)c3)cnc3ncnn23)CC1	25	-3	-6
CC1(C)O[C@@H]2C[C@@](OCc3ccc(C#N)cc3)(C(=O)NCCN3CCCC3)CC(OCc3c(F)cccc3F)[C@@H]2O1 (some centres not stated)	20	-5	-4
COC(=O)c1ccc(COc2coc(CSc3nncn3C)cc2=O)o1	8	-5	.
CCCc1nc(C)c(CNC(=O)Cc2ccccn2)s1	3	4	.
c1ccc(COC2CCN(c3nc4nonc4nc3N3CCSCC3)CC2)nc1	2&2	-1&-4	.
O=C1CCCCC1n1nc(Cl)nc1Cl (configuration not stated)	2	2	.
Cc1nc(C(F)(F)F)ccc1C(=O)N1CCN(c2nc3nccc(-c4ccc(N5CCOCC5)cc4)n3n2)CC1	-4	-2	-11
O=C(Nc1cccc(F)c1)N1CCC(CCc2ccc(C(F)(F)F)cc2)CC1	4	0	-1
O=S(=O)(Nc1cc2c(cc1Cl)OCO2)c1ccc(Cl)s1	-2	-3	.
CN(C)c1ncccc1CNc1nc(-c2ccccc2)nc2c1CCC2	-3	-6	-12
CCOC(=O)CNC(=O)CSc1ccnc2c1c(=O)n(C)c(=O)n2C	2	-4	-7
FC(F)(F)c1cnc(NCCc2nnc3n2CCC3)c(Cl)c1	-6	-7	.
Cc1cccc2nc(Cc3c[nH]c4ccccc34)[nH]c(=O)c12	-3	-5	.
O=C(N1CCC(Nc2cccnn2)CC1)C1(c2ccc(F)cc2)CC1	-23	-5	.
COc1ccc(S(=O)(=O)Nc2ccccc2C(=O)NCc2ccc3c(c2)OCO3)c(OC)c1	5	-1	1
Cc1cn2c3c(=O)n(CC(=O)c4ccccc4)c(=O)n(C)c3nc2n1-c1ccccc1F	4	-8	.
COc1ccc(NC(=O)CSc2ccc3nnc(-c4ccc(C)cc4)n3n2)c(OC)c1	16	-3	-6
Cc1cc(=O)[nH]c(S)c1C#N	-4	1	.
O=C1CCCN1c1ccc(CNC2CCC3(CCNCC3)CC2)cc1	.	-7	-15
Cc1ccc2nc(NCc3ccccc3)c(C=NCc3ccccc3)c(=O)n2c1	-6	-7	-7
Cn1c(-c2ccccc2)nn(CCNS(=O)(=O)/C=C/c2ccccc2)c1=O	1	-4	.
COCc1ccc(C(=O)N2CCCC(C(=O)c3cccc(C(F)(F)F)c3)C2)o1 (configuration not stated)	22	-4	-9
CC(C)CN(CC(=O)N(Cc1cccn1Cc1ccccc1Cl)CC(C)C)C(=O)COc1ccccc1	2	-5	-6
COc1ccc2[nH]c(C(=O)N3CCN4CCN(C)CC4C3)c(C)c2c1 (configuration not stated)	2	-7	.
O=C(NC(C(=O)NCc1ccco1)C1CCN(C(=O)C2CC2)CC1)c1ccccc1 (configuration not stated)	10	-4	-5
O=C(NC1CCc2c(F)cccc21)N1CCC(OC2CCOC2)CC1 (configuration not stated)	-24	2	.
CN=c1scc(-c2ccc(Cl)cc2)n1N=Cc1cc(OC)c(O)c(OC)c1	1	-1	.
CCN1C(=O)NC(c2ccccc2)C1=O (configuration not stated)	0	-7	-6
O=C(c1cccs1)N1CCSc2nnc(COc3ccccc3)n21	.	-2	-5
CC1=C[C@@H](CNC(=O)Nc2ccccc2)[C@H](C(C)C)C[C@H]1CC(=O)N1CCN(C)CC1	-12	-3	-5
COCCn1c(SCCCC#N)nc2sc3c(c2c1=O)CCC3	2	-1	-8
COc1ncccc1-c1nc2c(C)cccc2cc1CO	14	-3	.
CC(C)(C)C(=O)COC(=O)C=Cc1ccco1	6	-6	-4
CCN(CC(=O)Nc1cc(-c2ccccc2)nn1-c1ccc(Cl)c(Cl)c1)C(=O)NC1CCCCC1	9	-3	-4
Cc1ccc(Sc2ccc(C(=O)NC3CC3)cn2)cc1	1	-5	.
c1ccc2oc(NCC3CNCCOC3)nc2c1 (configuration not stated)	-2	-4	.
CCCNC(=O)c1nn(C(C)C)c(=O)c2ccccc12	1	-6	.
CC(C)c1noc(C(C)N2CCc3[nH]c4ccccc4c3C2)n1 (configuration not stated)	4	-12	.
COCc1cc(CNC(=O)c2cnn3cc(C)cnc23)[nH]n1	4	-5	.
COc1ccc(Oc2cc(-c3ccccc3)nc(SCc3ccccc3)n2)cc1	-1	2	.
CCc1cc(C(=O)NCCS(=O)(=O)N(C)C)cs1	2	-5	-17
CCCN(CC(=O)NC)C(=O)c1c(C)noc1C(C)C	3	-9	.
COc1ccc(OC)c(CN(Cc2nc(C(=O)NCc3ccco3)co2)C(C)c2ccccc2)c1 (configuration not stated)	-3	4	1
Cc1cc2nc(Cc3ccccc3)n(CC(=O)NCc3ccco3)c2cc1C	4	-4	.
COC(=O)C1=NN(C(C)=O)C(O)(c2ccccc2)C1 (configuration not stated)	-9	-7	-8
C=CCNC(=S)NN=C1CCCCc2ccccc21	-4	-2	.
CC(C)NC(=O)CC[C@@H]1CNC(=O)[C@@H]2C[C@H](NCc3ccc(F)cc3)CN12	-6	-7	-8
O=C(NC1Cc2ccccc2C1)C1CCC(=O)N(Cc2cccc(C(F)(F)F)c2)C1 (configuration not stated)	3	0	.
Cc1ccnc(SCCCn2c(Br)nc3c2c(=O)[nH]c(=O)n3C)n1	12	-12	.
O=P(Nn1cnnc1)(c1cccc2ccccc12)c1cccc2ccccc12	-3	-7	.
COCCNc1nc(Nc2ccccc2)c2nccnc2n1	1	-3	.
CC(C)c1cc(N2CCOC(c3ccc(Cl)cc3)C2)nc(C(F)(F)F)n1 (configuration not stated)	-5	-3	.
CCOC(=O)C1(CCCc2ccccc2)CCN(C(=O)[C@@H]2CCCN2C(C)=O)CC1	25	-7	.
Cc1ccc(CN2CCN(Cc3c(C)nn(C(C)C)c3C)CC2CCO)o1 (configuration not stated)	3	-5	.
CCCCC(COC)NC(=O)c1n[nH]c(=O)[nH]1 (configuration not stated)	3	-8	.
C=CCn1c(SCC(=O)Nc2ccccc2O)nc2sc(CC)cc2c1=O	6	-6	-7
Cc1oc(C(O)C(O)C(O)CO)cc1C(=O)O (configuration not stated)	-1	4	-1
CN(Cc1ncc[nH]1)C(=O)c1cnc(Nc2ccccc2)nc1	4	-7	.
CN(C)C1(CNC(=O)CC(c2cnc3ccccc3n2)n2ccnc2)CCCCC1 (configuration not stated)	5	1	.
CCC(NC(=O)c1cc2ncccn2n1)c1nc(C)c(C)s1 (configuration not stated)	-2	-6	.
COC(=O)C1Cc2ccc(C)cc2C(=O)O1 (configuration not stated)	5	-1	.
Cc1cccc(C(=O)N2CC[C@@H](c3ccc4ccccc4c3)[C@H](O)C2)n1	3	-12	.
C#CCSc1nnc(-c2cn(C)nc2OC)n1CCOC	3	-2	-7

The results go on.
SMILES	NPYLR7 agonist	hcGAS lum	mcGAS lum
CCOC(=O)N(C)c1c(CC)nc2c(OCc3cccc(Cl)c3)cccn12	-3	-4	-2
N#CC1=C(O)CCCn2c1nc1ccccc1c2=O	3&-7	0&3	.
Cc1ccc(NC(=O)c2ccc(Nc3nc(-c4ccccc4)c4cc(C)ccc4n3)cc2)c(C(=O)c2ccccc2)c1	11	-7	-3
CCCCc1cc2ccccc2c(OCCN(C)C)n1	13	-4	.
CC1(c2ccc(Br)s2)NC(=O)N(Cc2ccccc2)C1=O (configuration not stated)	8	-1	-8
Cc1ccc(C(=O)N2CCCC(C(=O)Nc3nccs3)C2)cc1 (configuration not stated)	-3	-2	-9
COc1ccc(-c2nc3cc(C)ccn3c2NC(=O)c2ccccc2C)cc1	-7	-6	-5
COC(=O)c1c(NC(=O)c2cc(OC)c(OC)c(OC)c2)sc2c1CCC(C(C)(C)C)C2 (configuration not stated)	-5	0	-2
O=C(NCC12CCCN1CCC2)c1ccc(C2CCNC2)cc1 (configuration not stated)	3	0	-18
Cc1ccc2nc(Cn3cnc4c3c(=O)n(C)c(=O)n4C)cn2c1	-1	1	.
Cc1oc(-c2cc3c(cc2Cl)OCO3)nc1CN1CCCN(C(=O)c2ccco2)CC1	15	-1	.
CCCSc1nnc2[nH]c(=O)c(C)c(C)n12	-14	-4	-8
COc1cn(CC(=O)NCc2ccc3c(c2)OCO3)c(CSc2ncccn2)cc1=O	-3	-5	-5
O=C(c1ccccc1-n1cncn1)N1C[C@H]2CC=CC[C@H]2C1	25	-5	-18
N#Cc1c2nc3ccccc3cc2c(=O)n2c1sc1ccccc12	-5	-2	.
CC(C)(C)N1CCCN(C(=S)NCc2cccs2)CC1	-1	-17	.
CCc1nc2c(cnn2-c2ccccc2)c(=O)n1-c1cccc(O)c1	-3	-3	-7

A second format for some results above:
molecule | NPYLR7 agonist | hcGAS lum | mcGAS lum
N#Cc1c2nc3ccccc3cc2c(=O)n2c1sc1ccccc12 | -5 | -2 | .
CC(C)(C)N1CCCN(C(=S)NCc2cccs2)CC1 | -1 | -17 | .
CCc1nc2c(cnn2-c2ccccc2)c(=O)n1-c1cccc(O)c1 | -3 | -3 | -7

Rows are unselected; 0.27% or so of the library scored in one or more.
